Pf Dd2 inh: qHTS Primary assay for Inhibitors of Plasmodium falciparum Dd2 growth in vitro; AID 1347417, 2020; Potency, µM (doses to about 28.9 µM), for the others: top-dose activity, negative = inhibition, hits mostly inhibitors; 4.3% of 120,000 active; P. falciparum Dd2 growth, SYBR Green, 72 h; active = well fitted inhibition curve with a large enough effect; inconclusive = small, poorly fitted or top-dose-only effect; inactive = no such curve, though single readings can be large or run the other way;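 note: plate controls were DMSO vehicle for no effect and reference drug for full effect; nearly all actives have a fitted effect of over 65% in size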
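Infected erythrocytes (Dd2, 0.3% parasitemia, 2.5% hematocrit final) are added to compound in RPMI-1640/Albumax II medium, grown 72 h at 37C in low oxygen, then lysed with saponin/Triton-X containing SYBR Green and read by fluorescence.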
Starred values were filed as active, the others as inactive; i = inactive; u = inconclusive; [ ] = remark or other dose. Potency is the fitted concentration of half-maximal effect. Only part of the results is shown; the hit share may differ from the screen's.

nr | structure | Pf Dd2 inh
1 | COc1ccc(-c2cc(C(=O)NCc3cc(C)on3)c3c(c2)N(C)CCO3)cn1 | i
2 | Cc1cccc(N2CCN(C(=O)c3ccc4c(c3)c(C)c(C)n4C)CC2)c1C | 72.3%[activator]
3 | O=C(Nc1cccc(C(F)(F)F)c1)c1cc2nc(-c3ccccc3)cc(C(F)(F)F)n2n1 | 53.4%
4 | COCC(=O)NC1CCC12CCN(C(=O)CCCc1ccccc1)CC2 (stereo not drawn) | i
5 | Cc1ccn2c(Nc3ccccc3C)c(-c3ccccc3)nc2c1 | i
6 | Cc1cc(C)cc(-n2c(SCC(=O)Nc3ccc4c(c3)OCO4)nc3c([nH]c4ccccc43)c2=O)c1 | -15.6%
7 | COc1ccc(NC(=O)Cn2c(=O)n(Cc3nc(C)no3)c(=O)c3cc4c(cc32)OCO4)cc1OC | -7.8%
8 | COCCN1C(=O)CS(=O)(=O)C12CCN(C(=O)COc1ccc(Cl)cc1)CC2 | -7.8%
9 | CC(NC(=O)c1ccc2nc(CCc3ccccc3)oc2c1)c1ccccc1 (stereo not drawn) | -21.7%
10 | CCc1cc2c(cc3c(=O)n(CC(=O)N4CCN(c5cc(Cl)ccc5C)CC4)nc(CC)n32)s1 | -3.3%
11 | COCCNC(=O)C1(CCO)CCN(Cc2ccccc2)C1 (stereo not drawn) | -13.0%
12 | COc1ccc(-c2cnc([C@@H]3COCCN3Cc3cn(C)c4ccccc34)[nH]2)cc1 | u
13 | O=C(c1ccc(Br)cc1)N(Cc1cccs1)c1ccc(F)cc1 | 29.9%
14 | Cc1nc(N2CCOCC2)c2c(C(=O)N3CCN(c4ccccc4F)CC3)c(C)oc2n1 | 0.5%
15 | CCOc1cc2[nH]c(=O)n(CCCCC(=O)N3CCN(c4cccc(Cl)c4)CC3)c(=O)c2cc1OCC | -18.8%

Additional entries
nr | structure | Pf Dd2 inh
16 | COC(=O)c1cc(NC(=O)c2sc3ncn(Cc4cccc(F)c4)c(=O)c3c2C)cc(C(=O)OC)c1 | 0.7%
17 | CC(C)Cc1nc(CN(C)C(=O)C2CCOc3ccccc3C2)no1 (stereo not drawn) | -8.3%
18 | CCc1ccccc1NC(=O)c1ccc2c(c1)N(Cc1cc(C)ccc1C)C(=O)c1ccccc1S2(=O)=O | 7.08µM*
19 | COc1ccc(Cn2c(C3CCN(C(=O)c4cccc(Cl)c4)CC3)n[nH]c2=O)cc1 | u
20 | O=C(c1cc(F)ccc1F)N1CCC2(CC1)NC(=O)N(Cc1ccc(F)cc1)C2=O | -6.7%
21 | COc1ccc(Cn2c(C(C)NC(=O)OCc3ccccc3)nc3cccnc32)cc1 (stereo not drawn) | u
22 | CCN(CC)c1ccc2cc(-c3nc(-c4cccs4)no3)c(=O)oc2c1 | 116.4%[activator]
23 | Cc1c(C(=O)N2CCC(C)CC2)c(S(=O)(=O)NCc2ccccc2)c(C)n1C | i
24 | CC(C)CCNc1nc2c(-c3ccccc3)nnn2c2ccccc12 | i
25 | O=C(O)C[C@@H]1CCN(C(=O)c2ccc(F)cc2)C[C@@H]1CCN1CCN(c2ccc(F)cc2)CC1 | i
26 | CCc1ccc(NC(=O)C2CCCN(c3nn4cc(-c5ccc(OC)cc5)nc4s3)C2)cc1 (stereo not drawn) | i
27 | Clc1ccc(NCCN2CCCC2)cc1 | u
28 | COc1ccccc1[C@@H]1CN(C(=O)c2ccc3cccnc3c2)C[C@H]1C(=O)O | 28.3%
29 | COc1ccccc1-c1c(C)nn2c(-c3ccccc3)cc(-c3ccccc3)nc12 | u
30 | O=C(NC1CCN(c2cc(-c3ccccc3)[nH]n2)CC1)c1cccc(Cl)c1 | -25.9%

Additional structures follow:
nr | structure | Pf Dd2 inh
31 | CC(C)(C)c1ccc(C(=O)Nc2ccc(C(=O)OCc3cc(=O)n4ccsc4n3)cc2)cc1 | u
32 | Cc1cnc(CN(C)C(=O)CC(c2ccccc2)c2ccc3c(c2)OCO3)[nH]1 (stereo not drawn) | u
33 | Cc1ccc(-n2c(/C=C/c3ccccc3)nc3ccccc3c2=O)cc1C | 34.0%[activator]
34 | CCCC1(C2CCN(C(=O)Cc3ccc(OC)cc3)CC2)NC(=O)N(CCc2cccs2)C1=O (stereo not drawn) | i
35 | CC(C)CN1C(=O)c2cccn2CC1C(=O)NC1CCN(Cc2ccccc2)CC1 (stereo not drawn) | -4.9%
36 | CCOCCOc1cccc(C(=O)N2CCC3(CCNCC3)CC2)c1 | -5.5%
37 | CCCCCn1c(=O)[nH]c2cc(C(=O)NCc3ccc(F)cc3)ccc2c1=O | -6.0%
38 | CCOc1ccc(NC(=O)C(=O)NCCc2csc(-c3ccc(C(F)(F)F)cc3)n2)cc1 | 16.6%
39 | CCn1cc(C(=O)NC(C)C(=O)Nc2ccc(C)cc2F)c(C)n1 (stereo not drawn) | -1.7%
40 | O=C1C(OCC2CC2)C2(CCCCC2)N1C1CCNCC1 (stereo not drawn) | u
41 | Cc1nn(Cc2ccccc2)c(C)c1[C@@H]1C=C[C@@H](NC(=O)NC(C)C)C1 | -18.8%[44.1 µM]
42 | CN(C)C(=O)c1cc(-c2ccc(S(C)(=O)=O)cc2)c2cnn(C)c2n1 | 7.6%
43 | CCC(=O)N1CCc2cc(Br)cc(S(=O)(=O)CCC(=O)N(CC)Cc3ccccc3)c21 | u
44 | C[C@@H](N)C(=O)N1CCC(n2nccc2NC(=O)Nc2ccccc2Cl)CC1 | -2.9%
45 | CS(=O)(=O)c1ccc(CN2C[C@H](O)C[C@H]2c2nc(-c3cnccn3)no2)cc1 | -26.1%[44.1 µM]

(more compounds)
nr | structure | Pf Dd2 inh
46 | Cc1cc(C2CCCCN2C(=O)Nc2cccc(-c3csc(C)n3)c2)no1 (stereo not drawn) | -11.2%
47 | Cc1ccc(C(=O)c2oc3ccccc3c2NC(=O)c2cc(-c3ccccc3)on2)cc1 | 42.0%[activator]
48 | CC(CCc1ccccc1)NC(=O)CN1C(=O)C(c2ccccc2)=NC1(C)C (stereo not drawn) | -0.5%
49 | COc1ccccc1NC(=O)c1cc(S(=O)(=O)N2CCc3ccccc32)ccc1F | -16.9%
50 | CN(C)c1cccc(-c2cnc(NC(=O)C3CCOCC3)c3c2CCO3)c1 | 31.0%[activator][44.1 µM]
51 | O=C(Cn1ccc2cc(S(=O)(=O)N3CCCCCC3)ccc21)NCCc1ccccc1Cl | 1.3%
52 | CCc1ccccc1NC(=O)c1c(NC(=O)c2ccccc2)sc2c1CCCC2 | 41.7%[activator]
53 | CC(=O)NC1(C)CCN(Cc2cnc(-c3cccc(F)c3)s2)CC1 | i
54 | CCc1ccc(NC(=O)Cn2c(=O)n(CCCC(=O)NCc3ccc4c(c3)OCO4)c(=O)c3ccccc32)cc1 | i
55 | CCN(CC)C(=O)[C@@H]1CCC[C@@H](NC(C)=O)CN(C)C(=O)C1 | 5.7%[44.1 µM]
56 | Cc1ccccc1C(=O)N1CCN(C(=O)c2nnn3c2COC(c2ccc(Cl)cc2)C3)CC1 (stereo not drawn) | i
57 | NC(=O)c1cc(-c2ccccc2F)cc2c1OCCN2Cc1cccnc1 | u
58 | COCC(=O)N1CC[C@H](c2nnc(-c3ccc(C)cc3)o2)C1 | u
59 | COc1ccc(-c2nc(-c3nnn4c3COC(c3ccccc3Cl)C4)no2)cc1OC (stereo not drawn) | u
60 | Cc1cccc(N2CCN(C(=O)c3sc4nc5n(c(=O)c4c3C)CCC5)CC2C)c1 (stereo not drawn) | u

(listing goes on)
nr | structure | Pf Dd2 inh
61 | CCCc1nc(C(=O)N[C@@H]2[C@@H](Cc3ccccc3)[C@H]3OCC[C@@H]23)cs1 | -16.5%
62 | CCc1nc2c(c(-c3ccc(OC)cc3)n1)CCN(C(=O)c1ccccn1)CC2 | 18.6%
63 | CCCN1CCN(C(=O)C2(c3ccc(NC(=O)C(C)C)cc3)CCCCC2)CC1 | u
64 | Nc1c(C(=O)Nc2ccc(C(=O)O)cc2)sc2nc3c(cc12)CCCC3 | 69.5%[activator]
65 | O=c1n(-c2cccc(Cl)c2)nc2n1CCN([S+](=O)([O-])c1cccc(C(F)(F)F)c1)C2 | 27.0%
66 | Cc1cc([N+](=O)[O-])ccc1NC(c1nnc(-c2ccccc2)o1)c1ccccc1F (stereo not drawn) | u
67 | O=S(=O)(Cc1ccccc1)N1CCC2(CC1)CC(OCC1CC1)CCO2 (stereo not drawn) | 12.1%
68 | CCOc1ccc(NCc2cccn2-c2nnc(N3CCC(C(=O)NC(C)c4ccccc4)CC3)s2)cc1 (stereo not drawn) | i
69 | Cc1ccc(Cn2c(C3CCN(C(=O)c4ccc(C#N)cc4)CC3)n[nH]c2=O)cc1 | i
70 | CC(C)(O)C#Cc1ccc(C(=O)N2CCOCC2CC(=O)O)o1 (stereo not drawn) | 15.3%
71 | Cc1noc(-c2ccccc2OC2CCNC2)n1 (stereo not drawn) | -11.3%
72 | COc1ccccc1CNC(=O)CSCc1nc(-c2ccc(OC)c(OC)c2)oc1C | -15.4%
73 | COc1ccc(NC(=O)N2[C@H]3CC[C@@H]2c2cnc(-c4ccccc4)nc2C3)cc1OC | u
74 | O=C(Nc1cccc2ccccc12)O[C@@H]1CO[C@H]2[C@@H]1OC[C@@H]2NS(=O)(=O)c1cccc2cccnc12 | -21.2%
75 | CCOC(=O)c1c(Nc2cccc(C(=O)OC)c2)nnc(-c2ccccc2)c1-c1ccccc1 | i

The listing continues.
nr | structure | Pf Dd2 inh
76 | Cc1ccc(-c2nc(S(=O)(=O)c3ccc(C)cc3)c(N3CCN(c4ccccc4)CC3)o2)cc1 | 24.8%
77 | Cc1ccc(CCNC(=O)c2nnn3cc(C)[nH]c(=O)c23)cc1 | i
78 | O=C(Nc1ccccc1)C1=NO[C@@H]2CN(Cc3ccc(O)c(Cl)c3)C[C@H]12 | i
79 | CC(C)c1nc2c(c(-c3ccc(O)cc3)n1)CN(Cc1ccc(C(F)(F)F)cc1)CC2 | u
80 | Cc1ccc(Cn2c(CO)cnc2SCC(=O)Nc2ccc(C)c(Cl)c2)cc1 | -12.7%
81 | c1ncc(CN2CC(Oc3ccc4c(c3)OCO4)C2)s1 | i
82 | Cc1noc(C)c1[S+](=O)([O-])N1CCn2ncc(C(=O)N3CCOCC3)c2C1 | 13.0%
83 | CCc1cnc(N2CCC(COc3ccc4c(cnn4CC[S+](C)(=O)[O-])c3)CC2)nc1 | u
84 | CC(=O)N1CCCC2(C1)C(=NC1CCCC1)NC(=O)N2c1cc(F)cc(F)c1 (stereo not drawn) | -13.3%
85 | CC(C)c1noc(-c2cn(C3CCCN(C(=O)c4ccc[nH]4)C3)nn2)n1 (stereo not drawn) | i
86 | CN(C)C[C@@H]1CN(Cc2cccnc2)C[C@H]1NC(=O)c1cc2ccccc2[nH]1 | u
87 | CCC(=O)N1CCc2sc(C(=O)NC3CCCCCC3)cc2C1 | -12.9%
88 | COc1ccc(CN2C=C(C(=O)OCc3nc(C4CCCCC4)no3)C(C)=NS2(=O)=O)cc1 | u
89 | C[C@@H]1CN(C(=O)c2cnc3sccn3c2=O)C[C@@]1(O)C1CCC1 | -1.8%
90 | COc1ccc(NC(=O)Cn2c(C)cc3nc4n(c(=O)c32)CCCC4)cc1OC | -10.5%

3 entries from above, field by field.
87. CCC(=O)N1CCc2sc(C(=O)NC3CCCCCC3)cc2C1
  Pf Dd2 inh: -12.9%

88. COc1ccc(CN2C=C(C(=O)OCc3nc(C4CCCCC4)no3)C(C)=NS2(=O)=O)cc1
  Pf Dd2 inh: u

89. C[C@@H]1CN(C(=O)c2cnc3sccn3c2=O)C[C@@]1(O)C1CCC1
  Pf Dd2 inh: -1.8%

Following part.
nr | structure | Pf Dd2 inh
91 | CCOc1ccccc1NC(=O)Nc1cccc(-c2ccc(N3CCCC3)nn2)c1 | u
92 | CCCc1noc(-c2cn(C3CCN(C(=O)c4ccc(F)cc4)CC3)nn2)n1 | i
93 | Cc1ccc(CN2C(=O)[C@@H]3C[C@@H](O)CN3C3(CN(CC4CC4)C3)C2=O)o1 | -4.7%[44.1 µM]
94 | COc1ccc(CCNC(=O)c2c(C)noc2-c2ccc(C(C)(C)C)cc2)cc1OC | u
95 | c1ccc(Cn2cnc3cccnc32)cc1 | 5.5%[44.1 µM]
96 | Cc1nnc2n1CCC(NC(=O)Cc1c[nH]c3ccccc13)CC2 (stereo not drawn) | 33.3%[activator]
97 | CC(C)c1ccc(OCc2nc3c(n2Cc2ccccc2)C(=O)N(CC2CCOCC2)CCN3)cc1 | -23.0%
98 | CN(C)c1ncc2c(n1)C(C)(C(=O)Nc1cccc(F)c1)CCC2 (stereo not drawn) | i
99 | COCc1nc(C2CC(N)C2)cc(N2CCN(S(=O)(=O)N(C)C)CC2)n1 (stereo not drawn) | -7.2%
100 | O=C(NC1CCCCC1)N1CCCC(c2nnc3n2CCNC3)C1 (stereo not drawn) | -1.6%
101 | O=C(c1ccc(F)cc1)N1CCC2(CC1)CC(c1cccnc1)=NO2 | -15.7%[44.1 µM]
102 | Cc1cc(C(=O)N2CCOC[C@H](Oc3cnccn3)C2)n(C)n1 | 7.9%[44.1 µM]
103 | CN1CC(=O)N(CC(=O)Nc2cccc(C#N)c2)c2ccccc2C1=O | i
104 | O[C@@H]1CC(CNCc2ccc(F)cc2)(COc2cccnc2)C[C@@H]1O (stereo partly drawn) | i
105 | CC[C@H]1CN2CC[C@H]1C[C@@H]2CNCc1ccc(OC)cc1 | 8.91µM*

(cont.)
nr | structure | Pf Dd2 inh
106 | Cc1ccccc1NC(=O)c1cc2n(n1)CC(c1ccc(Cl)cc1)OC2 (stereo not drawn) | -8.4%
107 | COc1ccccc1Nc1ncc(C(=O)Nc2ccc(OC)c(OC)c2)c2ccccc12 | i
108 | CCc1noc(-c2cn(C3CCN(C(=O)c4ccc(C)s4)C3)nn2)n1 (stereo not drawn) | -2.3%
109 | Cc1ccc(N2C[C@]34C=C[C@H](O3)C(C(=O)N(C)Cc3nccs3)C4C2=O)cc1C (stereo partly drawn) | -3.4%

High-throughput results deposited in PubChem by National Center for Advancing Translational Sciences (NCATS).
